Screens from PubChem.
Cardiac RTF inh – cardiac RTF calcium desensitization | 340,000 compounds, 0.12% hits | IANBD-labeled cardiac RTF, Ca2+ fluorescence | inhibition, % at 7.15 µM | AID 493244 | P19429+P45379;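 active = inhibition above the mean inhibition of all tested compounds plus 3 SD, cut at about 17% in these data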;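 also: assay run at fixed EC70 calcium of 1.6 mM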
CAL PDZ FP-1 – blocks peptide binding to human CAL PDZ domain | Q9HD26 | purified CAL PDZ, TMR-peptide fluorescence polarization, 1 h | inhibition, % at 20 µM | 330,000 compounds, 0.02% hits | AID 504414;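 active = highest replicate inhibition of at least 40%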;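 also: plate controls were DMSO neutral control wells for no effect and unlabeled competitor peptide control wells for full effect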
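System: tagged CAL PDZ domain. Schedule: 1 h room-temperature incubation prior to read. Signal: fluorescence polarization (mP). Measure: percent inhibition from loss of millipolarization.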
cardiac RTF act – increases calcium sensitivity of human cardiac regulated thin filaments. P19429+P45379. IANBD-labeled TnC RTF fluorescence at EC20 calcium; 0% EC20 calcium, 100% full calcium. activation, % at 7.2 µM. 340,000 compounds, 0.24% hits;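 active = activation above the mean over all tested compounds plus 3 SD, cut at about 30% in these data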;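 also: rise in fluorescence read as greater calcium sensitivity of cardiac thin filaments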
SR-BI DiI-HDL act – enhances SR-BI lipid uptake from DiI-HDL; CHO ldlA[mSR-BI] cells, DiI-HDL uptake fluorescence, 3 h; 100 = double the neutral-control signal; activation, % at 12.5 µM; 320,000 compounds, 0.096% hits;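 active = mean replicate activation of at least 60% and every replicate at or above 60%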;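 also: 0% = median plate neutral-control signal and 100% = twice that signal; values of inactives mirror those of a sister screen read the other way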
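Assay system: LDL receptor-deficient CHO ldlA cells overexpressing murine SR-BI / Medium: BSA-supplemented, HEPES-buffered Ham's F12, pH 7.4 / Probe or stimulus: DiI-labelled HDL at 10 µg/mL final / Timing: compound with DiI-HDL co-incubation, 3 h at 37 °C / Technique: bottom-read cell fluorescence after medium removal, ex 550/em 595 nm / Measure: HDL uptake via cellular fluorescence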
DAGLB inhibitor – diacylglycerol lipase beta (human) inhibition | Q8NCG7 | HEK293T DAGLB membrane lysate, EnzChek fluorogenic substrate | inhibition, % at 5.17 µM | 340,000 compounds, 0.059% hits | AID 504411; in the data active = inhibition above about 34%;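 also: 0% = enzyme with vehicle and 100% = wells lacking enzyme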
Rtt109 Vps75 – inhibitors of Candida albicans Rtt109/Vps75 histone acetyltransferase | purified Rtt109/Vps75, ThioGlo CoA-SH fluorescence, 4 h | inhibition, % at 34.9 µM | 330,000 compounds, 0.16% hits;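 active = inhibition of at least 50% in every replicate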
Target sequence (Q5AAJ8 whole entry, looked up): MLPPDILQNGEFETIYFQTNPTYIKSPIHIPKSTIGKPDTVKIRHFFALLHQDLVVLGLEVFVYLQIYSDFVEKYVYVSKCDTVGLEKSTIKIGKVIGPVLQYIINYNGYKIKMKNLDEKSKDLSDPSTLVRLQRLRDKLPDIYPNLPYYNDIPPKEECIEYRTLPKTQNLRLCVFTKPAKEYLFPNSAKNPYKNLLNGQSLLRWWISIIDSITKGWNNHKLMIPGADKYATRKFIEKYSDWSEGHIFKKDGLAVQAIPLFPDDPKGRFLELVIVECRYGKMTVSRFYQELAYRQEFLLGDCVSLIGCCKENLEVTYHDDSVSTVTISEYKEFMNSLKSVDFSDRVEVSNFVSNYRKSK
C-LANA FP – inhibitors of KSHV LANA C-terminal domain DNA binding | MBP-C-LANA/FAM-LBS DNA binding, fluorescence polarization | inhibition, % at 9 µM | 340,000 compounds, 0.078% hits | AID 504423;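 active = highest replicate inhibition at or above 60% at 9 µM, even if other replicates fall short; inactive = all replicates below 60% inhibition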;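 also: 0% = neutral control wells and 100% = 4 µM acridine orange control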
PKA-R2B activ – activators of human PKA-R2B complex; P22694+P31323; PKA-R2B holoenzyme dissociation, Cy5-IP20 fluorescence polarization; R2B truncated from residue 108, S112A mutant; 0% DMSO only, 100% 113 µM cGMP; activation, % at 11.4 µM; 340,000 compounds, 0.079% hits;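 active = activation above a cutoff set at the mean over all compounds plus 3 SD, cut at about 18% in these data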;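 also: higher means more holoenzyme dissociation and a rise in polarization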
Keap1-Nrf2 PPI – disrupts human Keap1 binding to Nrf2 peptide. Q14145. Keap1 Kelch-Nrf2 peptide fluorescence polarization, 1536-well. inhibition, % at 9.4 µM. 340,000 compounds, 0.15% hits. AID 504523; in the data active = inhibition above about 12%;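 also: human Keap1 Kelch domain with fluorescein labeled Nrf2 9mer peptide probe; 0% = neutral control wells and 100% = peptide positive control; higher means more block of Keap1 binding to Nrf2 peptide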
Target sequence (Q14145 whole entry, looked up, the tested form may be a part): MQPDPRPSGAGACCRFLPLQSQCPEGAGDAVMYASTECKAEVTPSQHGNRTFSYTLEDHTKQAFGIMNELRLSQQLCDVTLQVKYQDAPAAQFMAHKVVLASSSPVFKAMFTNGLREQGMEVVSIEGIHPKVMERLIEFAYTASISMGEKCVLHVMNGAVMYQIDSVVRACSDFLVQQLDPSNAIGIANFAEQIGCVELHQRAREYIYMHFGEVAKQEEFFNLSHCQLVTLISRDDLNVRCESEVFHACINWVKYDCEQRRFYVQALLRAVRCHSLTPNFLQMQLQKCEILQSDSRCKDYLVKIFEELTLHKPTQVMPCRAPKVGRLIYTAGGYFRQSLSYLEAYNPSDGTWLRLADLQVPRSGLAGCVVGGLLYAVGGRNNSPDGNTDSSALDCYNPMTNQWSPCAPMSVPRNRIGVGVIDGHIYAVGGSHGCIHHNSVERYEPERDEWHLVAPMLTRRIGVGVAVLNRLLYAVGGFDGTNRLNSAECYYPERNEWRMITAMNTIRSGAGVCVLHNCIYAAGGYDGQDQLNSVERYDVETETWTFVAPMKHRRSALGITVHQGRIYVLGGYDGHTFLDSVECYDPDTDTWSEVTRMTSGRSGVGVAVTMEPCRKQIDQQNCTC
CAL PDZ FP-2 – inhibitors of human CAL PDZ peptide binding. AID 602252. purified CAL PDZ, TMR-peptide fluorescence polarization, 1 h. 300,000 compounds, 0.92% hits. inhibition, % at 24.9 µM;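 active = mean inhibition of at least 30% with at least half of replicates also reaching 30%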;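 also: 0% = DMSO neutral control and 100% = excess unlabeled competitor peptide PRC23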
* hit, by the source's call; / = no result given.

The first 9 compounds, to show the layout:
no. | smiles | CAL PDZ FP-1 | Cardiac RTF inh | cardiac RTF act | SR-BI DiI-HDL act | Rtt109 Vps75 | Keap1-Nrf2 PPI | CAL PDZ FP-2 | DAGLB inhibitor | C-LANA FP | PKA-R2B activ
1 | COC(=O)c1ccc(Sc2ccccc2NS(=O)(=O)c2ccc(C)cc2)nc1 | -0.9 | -20 | 1 | -24 | 0 | -5 | -2 | 1 | 0.2 | -7
2 | Cc1ccc(COc2ccccc2-c2cc(C(=O)N/N=C/c3cccnc3)[nH]n2)cc1 | -4.3 | 0 | 2 | -54 | -9 | 4 | -2 | -1 | -2.0 | 7
3 | CS(=O)(=O)n1nc(OC(=O)c2cccs2)cc1N | 0.5 | -12 | 2 | 5 | -9 | -11 | -1 | 1 | 0.8 | -9
4 | Cc1ccc(N2CC(C(=O)NCCN3CCOCC3)CC2=O)cc1C (centres undefined) | 1.4 | -5 | -7 | / | -2 | 8 | -5 | 0 | -0.5 | 6
5 | CCCCCCCCCSc1n[nH]c(N)n1 | 2.2 | -5 | -7 | 4 | -10 | 4 | 2 | 0 | 1.4 | -5
6 | CCOc1ccc(OCC)c2sc(C)nc12 | -0.5 | -5 | 0 | -21 | -1 | -4 | -5 | 1 | 0.3 | 0
7 | COc1ccc(C2/C=C\CN(S(=O)(=O)c3ccc(C)cc3)[C@H](Cc3ccccc3)C(=O)N2Cc2ccc(F)cc2)cc1 (some centres undefined) | -1.0 | -3 | 2 | -16 | 4 | -1 | -1 | -15 | 3.8 | -6
8 | C/C(=N\NC(N)=S)c1ccc(-n2ccnc2)cc1 | -1.7 | -5 | 4 | -66 | 11 | 2 | -4 | -1 | -2.4 | -3
9 | Cc1ccc(NC(=O)C2CCC(C(C)(C)C)CC2)cc1S(=O)(=O)N1CCOCC1 (centres undefined) | -0.4 | -9 | 1 | -61 | 0 | 2 | -5 | -10 | 2.7 | -11

All compounds of this part, from the start:
no. | smiles | CAL PDZ FP-1 | Cardiac RTF inh | cardiac RTF act | SR-BI DiI-HDL act | Rtt109 Vps75 | Keap1-Nrf2 PPI | CAL PDZ FP-2 | DAGLB inhibitor | C-LANA FP | PKA-R2B activ
1 | COC(=O)c1ccc(Sc2ccccc2NS(=O)(=O)c2ccc(C)cc2)nc1 | -0.9 | -20 | 1 | -24 | 0 | -5 | -2 | 1 | 0.2 | -7
2 | Cc1ccc(COc2ccccc2-c2cc(C(=O)N/N=C/c3cccnc3)[nH]n2)cc1 | -4.3 | 0 | 2 | -54 | -9 | 4 | -2 | -1 | -2.0 | 7
3 | CS(=O)(=O)n1nc(OC(=O)c2cccs2)cc1N | 0.5 | -12 | 2 | 5 | -9 | -11 | -1 | 1 | 0.8 | -9
4 | Cc1ccc(N2CC(C(=O)NCCN3CCOCC3)CC2=O)cc1C (centres undefined) | 1.4 | -5 | -7 | / | -2 | 8 | -5 | 0 | -0.5 | 6
5 | CCCCCCCCCSc1n[nH]c(N)n1 | 2.2 | -5 | -7 | 4 | -10 | 4 | 2 | 0 | 1.4 | -5
6 | CCOc1ccc(OCC)c2sc(C)nc12 | -0.5 | -5 | 0 | -21 | -1 | -4 | -5 | 1 | 0.3 | 0
7 | COc1ccc(C2/C=C\CN(S(=O)(=O)c3ccc(C)cc3)[C@H](Cc3ccccc3)C(=O)N2Cc2ccc(F)cc2)cc1 (some centres undefined) | -1.0 | -3 | 2 | -16 | 4 | -1 | -1 | -15 | 3.8 | -6
8 | C/C(=N\NC(N)=S)c1ccc(-n2ccnc2)cc1 | -1.7 | -5 | 4 | -66 | 11 | 2 | -4 | -1 | -2.4 | -3
9 | Cc1ccc(NC(=O)C2CCC(C(C)(C)C)CC2)cc1S(=O)(=O)N1CCOCC1 (centres undefined) | -0.4 | -9 | 1 | -61 | 0 | 2 | -5 | -10 | 2.7 | -11
10 | CN(Cc1ccco1)C(=O)CN1C(=O)NC(c2ccccc2)(c2ccccc2)C1=O | -2.7 | -3 | -3 | 22 | 4 | -7 | -4 | 2 | -0.1 | -17
11 | CCOC(=O)c1cc(NC(=O)N2CCCc3ccccc32)c(C)nc1C | / | -1 | -2 | -27 | -7 | -5 | -3 | 8 | 0.0 | -5
12 | CC(=O)c1ccc(OCC(O)COc2ccc(C(C)=O)cc2)cc1 | -2.5 | -3 | 12 | -18 | -3 | -7 | -4 | -3 | 2.5 | 5
13 | CCOC(=O)C(C)Sc1nnc2c3ccccc3n(C)c2n1 (centres undefined) | -2.0 | 1 | -6 | -7 | 4 | -6 | 14 | -1 | 1.0 | -9
14 | O=S(NCc1ccco1)C12CC3CC(CC(C3)C1)C2 (centres undefined) | -2.6 | -3 | 0 | 23 | 21 | -1 | 4 | -1 | 0.4 | 3
15 | O=C(/C=C/c1ccc(Br)o1)OCc1nc2ccsc2c(=O)[nH]1 | -1.9 | -13 | -10 | 12 | -6 | -5 | 0 | 3 | 0.7 | 7
16 | Cc1ccc(-n2c([S-])c(C(=O)NC(C)c3ccccc3)[n+]3ccccc23)cc1 (centres undefined) | -0.6 | 1 | -2 | -10 | -1 | 0 | 2 | 1 | 0.8 | -4
17 | CCOc1ccc(NC(=O)CN(C)C(=O)C2CCN(C(=O)c3ccc(Cl)cc3)CC2)cc1OCC | 0.3 | -1 | 4 | -46 | 0 | -3 | / | -3 | -1.4 | -8
18 | O=C(COC(=O)CSc1ccc(Cl)cc1)Nc1ccccc1 | -0.1 | -6 | -2 | -1 | 6 | -1 | -2 | -5 | 3.6 | 4
19 | COc1cccc(O)c1CN1CCC(n2nccc2NC(=O)c2ccc3c(c2)OCO3)CC1 | -1.5 | -9 | -5 | -25 | 5 | 1 | 0 | 2 | 2.2 | -2
20 | Nc1c(Br)cc(Br)c(N2CCCC2=O)c1Br | -1.5 | -4 | 2 | 22 | -6 | -4 | -7 | 2 | -0.3 | 6

Going on with the list:
no. | smiles | CAL PDZ FP-1 | Cardiac RTF inh | cardiac RTF act | SR-BI DiI-HDL act | Rtt109 Vps75 | Keap1-Nrf2 PPI | CAL PDZ FP-2 | DAGLB inhibitor | C-LANA FP | PKA-R2B activ
21 | O=C(NC1CCCc2ccccc21)C1CCN(S(=O)(=O)c2ccccc2F)CC1 (centres undefined) | -1.8 | -3 | -3 | 8 | -1 | -2 | -3 | -3 | -0.2 | -10
22 | COC(=O)c1ccc(C2/C(=C(\O)c3cccc(OC)c3)C(=O)C(=O)N2CCCN(C)C)cc1 (centres undefined) | -0.6 | 14 | 6 | 13 | 2 | 4 | -3 | 2 | -0.7 | -4
23 | Cc1ncc(CN2CCC(N3CCC(C(=O)N4CCCC4)CC3)CC2)s1 | -1.1 | -13 | 1 | 5 | -2 | -1 | -4 | -8 | -2.1 | -5
24 | CC1CCCN(C(=O)CNC(=O)Cn2ccc3ccccc3c2=O)C1 (centres undefined) | -0.2 | -6 | -1 | 27 | 7 | -2 | / | -1 | -1.4 | 0
25 | N#Cc1ccc(-c2ccco2)nc1SCc1ccccc1 | / | -6 | -1 | -23 | 2 | 2 | -6 | -6 | -2.3 | 2
26 | CCN(CC)S(=O)(=O)c1ccc2c(c1)nc(SCC(=O)N1CCOCC1)n2-c1ccccc1OC | / | 1 | 5 | -17 | 6 | 2 | -2 | -2 | 0.2 | -1
27 | CC(C)NCC#CCOc1ccc(Cl)cc1 | -1.2 | -8 | 2 | -3 | -15 | -2 | / | 0 | -1.8 | 10
28 | O=C(NCc1cc(C(F)(F)F)ccc1F)C1CCC(=O)N(C2CCCCCC2)C1 (centres undefined) | -1.0 | 3 | 5 | 16 | 2 | -1 | 9 | 1 | 0.4 | 10
29 | CN(CCO)c1cc(N2CCC3(CC2)OCCO3)c2nonc2c1[N+](=O)[O-] | -0.8 | 9 | -8 | -18 | -9 | 2 | -2 | 1 | -1.8 | 11
30 | CCNc1ccc(S(=O)(=O)N(C)C)cc1NCC(=O)Nc1ccccc1Br | -2.6 | -7 | 3 | -1 | -8 | 1 | -3 | -1 | 1.8 | -7
31 | COc1ccc(C(=O)N(CN2CCCC2=O)c2ccc(C)cc2)cc1 | -2.0 | -6 | -2 | -2 | / | -1 | -1 | -2 | 0.1 | -7
32 | COc1cc(OC)c(C(=O)OC(C)C(=O)Nc2cccc(C(F)(F)F)c2)cc1OC (centres undefined) | -1.2 | 3 | 18 | -21 | -7 | -6 | 1 | -2 | 2.0 | -5
33 | Cc1cc2c(Nc3ccccc3)ncnc2s1 | -2.7 | -4 | -4 | -6 | -14 | 2 | -3 | -2 | -0.4 | 5
34 | C=C(C)CN(CC)Cc1c(C(=O)N(C)CCCC)nc2ccccn12 | -0.1 | 1 | -1 | / | 4 | 1 | -1 | -1 | 0.8 | -18
35 | Cn1c(CCN2CCCCC2)nc2cc([N+](=O)[O-])ccc21 | -0.3 | -1 | -1 | -5 | 1 | -5 | -4 | -2 | 3.5 | 0
36 | O=C1C=C(c2cccc(OCc3ccccc3)c2)C[C@@H](c2ccc3c(c2)OCO3)C1 | -0.6 | 9 | 5 | -15 | 3 | -3 | 2 | -18 | -0.5 | -9
37 | CCOC(=O)C1CCCN(C2CC(=O)N(c3ccc(N4C(=O)CC(N5CCCC(C(=O)OCC)C5)C4=O)cc3)C2=O)C1 (centres undefined) | -1.6 | -6 | 3 | 11 | -10 | 0 | -1 | 0 | 1.0 | 11
38 | COc1cc(OC)cc(C(=O)NCC(=O)NC(C)CCc2ccccc2)c1 (centres undefined) | -1.2 | 3 | -3 | / | -4 | -3 | 0 | -3 | -0.2 | -9
39 | CCCCOc1ccccc1-c1cc(C(=O)O)[nH]n1 | 1.1 | -3 | -1 | -45 | -4 | -1 | -3 | -2 | -2.8 | 9
40 | CCCCn1nc2cc(C(=O)NC3CCc4ccccc43)ccc2c1OCC (centres undefined) | -1.4 | 6 | 5 | -77 | -3 | -4 | -3 | 0 | -0.8 | 1

The list goes on:
no. | smiles | CAL PDZ FP-1 | Cardiac RTF inh | cardiac RTF act | SR-BI DiI-HDL act | Rtt109 Vps75 | Keap1-Nrf2 PPI | CAL PDZ FP-2 | DAGLB inhibitor | C-LANA FP | PKA-R2B activ
41 | COC(=O)CN1C(=O)[C@H]2[C@@H](/C=C/c3ccccc3)N3C(=O)CN(CC4CC4)C(=O)[C@@]3(Cc3ccccc3)[C@H]2C1=O | -0.3 | 7 | -2 | 7 | 1 | -3 | 0 | 0 | 1.3 | -7
42 | CCC(=O)Nc1ccc(C(=O)NNC(=O)c2ccc([N+](=O)[O-])cc2)cc1 | 0.3 | -12 | -1 | 21 | 2 | 5 | -10 | -3 | 2.6 | 5
43 | Cc1ccc(-c2csc(NC(=O)c3c(C)noc3C)n2)cc1C | -1.5 | 2 | -5 | -68 | 4 | -3 | -2 | -12 | 0.3 | 14
44 | O=C(c1ccc2c(=O)n(Cc3ccco3)c(=S)[nH]c2c1)N1CCN(c2ccccc2)CC1 | -3.2 | -5 | -8 | 39 | 11 | -4 | 0 | 8 | 1.0 | -11
45 | O=c1oc2ccc(Cl)cc2nc1/C=C(\O)c1cccs1 | -1.6 | 9 | -2 | / | / | -1 | -2 | 0 | 1.6 | -4
